EP2 modulator: EP2 receptor (human) modulation | P43116 | EP2-expressing cells, cAMP HTRF FRET, PGE2 co-stimulation | induction, % at 25 µM | 260,000 tested, 0.83% active | AID 940;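 active = compounds whose cAMP rise, as percent of the full-agonist control response, exceeds 60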;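 note: rat C6 glioma line stably carrying human EP2 under a CMV promoter; the protocol text gives 20 µM as final concentration; 100% = response of wells given 1 µM PGE2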
Target sequence (P43116 whole entry, looked up): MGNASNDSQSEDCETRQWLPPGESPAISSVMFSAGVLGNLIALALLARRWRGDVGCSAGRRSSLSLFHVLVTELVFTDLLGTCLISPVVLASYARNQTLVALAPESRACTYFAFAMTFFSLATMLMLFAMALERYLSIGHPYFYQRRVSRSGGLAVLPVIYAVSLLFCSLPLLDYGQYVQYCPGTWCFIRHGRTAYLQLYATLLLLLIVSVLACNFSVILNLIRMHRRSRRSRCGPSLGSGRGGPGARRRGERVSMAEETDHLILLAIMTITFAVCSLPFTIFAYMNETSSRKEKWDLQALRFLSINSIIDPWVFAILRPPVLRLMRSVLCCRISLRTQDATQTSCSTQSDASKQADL
Tb hexokinase: blocks Trypanosoma brucei hexokinase 1 activity. inhibition, % at 10 µM. 220,000 tested, 0.11% active. recombinant TbHK1, G6PDH-coupled NADH A340;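 active = inhibition of 50% or more in the single-dose primary screen; inactive = inhibition below 50%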
eIF4E 4G PPI: eIF4E/eIF4G interaction inhibition in translation initiation; 220,000 tested, 0.37% active; inhibition, % at 21.7 µM; AID 782; P63073+Q04637; TR-FRET eIF4E-eIF4GI(517-606) binding, 2 h;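 active = inhibition above about 30%, limit read from the data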;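 note: 0% = full FRET control wells and 100% = background wells lacking eIF4GI fragment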
14-3-3 Bad PPI: disrupts binding of bovine 14-3-3 zeta to phospho-Bad peptide; TR-FRET 14-3-3zeta/Dy647-pBad peptide displacement, 1 h; inhibition, % at 21.7 µM; 220,000 tested, 0.71% active; AID 781;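 active = inhibition above about 70%, limit read from the data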;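 note: 0% = full 14-3-3 plus peptide FRET controls and 100% = background without 14-3-3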
Target sequence (P63103 whole entry, looked up): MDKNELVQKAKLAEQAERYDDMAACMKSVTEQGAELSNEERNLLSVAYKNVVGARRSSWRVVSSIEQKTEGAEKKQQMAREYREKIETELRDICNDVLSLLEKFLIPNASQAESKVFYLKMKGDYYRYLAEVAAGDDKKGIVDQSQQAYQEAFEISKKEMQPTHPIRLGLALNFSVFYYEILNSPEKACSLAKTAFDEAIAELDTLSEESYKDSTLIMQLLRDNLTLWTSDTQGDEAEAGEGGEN
Calpain2 inh: calpain II (pig) inhibition. purified calpain II, fluorogenic peptide substrate, 30 min. inhibition, % at 16 µM. 220,000 tested, 0.37% active;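 active = inhibition above about 50%, limit read from the data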
Hck Nef HTS: human Hck-Nef kinase inhibition; P08631; Recombinant Hck-YEEI plus Nef, Z-Lyte FRET kinase assay; inhibition, % at 20 µM; 220,000 tested, 0.68% active;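 active = Hck-Nef kinase inhibition above about 50%, limit read from the data; inactive = inhibition below that limit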;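 note: 0% = DMSO with Hck plus Nef and 100% = Hck alone without Nef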
zVAD death inh: L929 zVAD cell death inhibition. L929 zVAD necroptosis rescue, ATP luminescence, 24 h; with zVAD 60 µM. 220,000 tested, 0.38% active. viability rescue, % at 10 µM;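 active = activation, scaled between plate controls, above about 75%, limit read from the data; inactive = activation under that limit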;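 note: 0% = zVAD with DMSO and 100% = DMSO alone without zVAD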
PGE2 EP2 inh: blocks the human prostaglandin E2 receptor EP2 | P43116 | C6 glioma cells expressing human EP2, cAMP TR-FRET; cells stimulated with saturating PGE2 | inhibition, % at 25 µM | 260,000 tested, 0.52% active;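 active = percent inhibition above 40 after rounding to a whole number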;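 note: rat C6 glioma host cells with rolipram phosphodiesterase inhibitor present; the protocol text gives 20 µM as final concentration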
Rad51 HR inh: blocks human Rad51 in homologous recombination; Q06609; hRad51 DNA strand exchange, fluorescence dequenching; inhibition, % at 10 µM; 200,000 tested, 0.085% active; AID 1385;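 active = inhibition above 40% at the single screening dose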;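 note: 0% = DMSO control wells and 100% = blanks with heterologous ssDNA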
Target sequence (Q06609 whole entry, looked up): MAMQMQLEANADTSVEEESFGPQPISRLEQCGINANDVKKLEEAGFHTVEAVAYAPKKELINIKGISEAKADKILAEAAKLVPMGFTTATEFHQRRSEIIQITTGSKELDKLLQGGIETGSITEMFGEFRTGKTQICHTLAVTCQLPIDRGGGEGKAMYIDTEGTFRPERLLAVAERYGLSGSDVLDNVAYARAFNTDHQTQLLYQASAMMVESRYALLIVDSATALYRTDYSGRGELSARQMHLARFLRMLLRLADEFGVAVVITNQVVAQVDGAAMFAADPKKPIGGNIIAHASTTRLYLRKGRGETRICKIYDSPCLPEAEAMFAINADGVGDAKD
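material = hRad51 filaments on single-stranded DNA | timing = filaments 15 min 37 °C, then compound 30 min | signal = FRET fluorescence dequenching, excitation 485 nm, emission 520 nm | benchmarks = control wells and blank wells on each plate | evaluation = percent inhibition relative to plate controls and blanks | compound = 10 µM final, single point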
Starred values were filed as active, the others as inactive; / = not tested or not shown; & = joins results of further samples; [ ] = dose if it differs, or a comment. Some of the compounds tested (hit frequency here may not be typical).

#1 O=C(c1nn(Cc2ccccc2)c(=O)c2ccccc12)N1CCc2ccccc2C1
#2 COc1ccc(CCNc2nnc(C)c(=O)[nH]2)cc1OC
#3 Cc1ccc(SCC(=O)N2CCc3ccccc32)cc1
#4 NC(=O)C1CCCN(C(=S)Nc2ccccc2)C1 (stereo not given)
#5 Cc1c(C(=O)NCCCc2ccccc2)cccc1[N+](=O)[O-]
#6 OC1(c2ccccn2)COc2ccccc2O1 (stereo not given)
Screen / compound no.,1,2,3,4,5,6
EP2 modulator,32,9,35,-13&14,-25,4
Tb hexokinase,3,0,1,3,4,-7
eIF4E 4G PPI,-2,2[fluorescence artefact?],1,-1[fluorescence artefact?],8,1
14-3-3 Bad PPI,2,3,-12,-8,-11,1
Calpain2 inh,4,4,-8,-11,6,0
Hck Nef HTS,-1,-10,8,2,4,13
zVAD death inh,0.3,-0.1,0.2,0.4,1.4,1.3
PGE2 EP2 inh,8,/,13,13&10,9,7
Rad51 HR inh,3,0,-6,13,1,-14

#7 O=C1CN(C(=O)/C=C/c2cccc(Cl)c2)c2ccccc2N1
#8 CC(C)c1ccc(NC(=O)COC(=O)c2c[nH]c(=O)[nH]c2=O)cc1
#9 C(=N\n1cnnc1)/c1ccccn1
#10 Cc1ccc(OC(=O)c2ccc(N3CCOCC3)c([N+](=O)[O-])c2)cc1
#11 CCc1c(C)sc(NC(=O)c2cc(-c3cc(OC)ccc3OC)on2)c1C#N
#12 CC(=O)Oc1ccc2cc(-c3ccccc3)c(=O)oc2c1
Screen / compound no.,7,8,9,10,11,12
EP2 modulator,-5,-2,22,2,33,-10
Tb hexokinase,-8,42,-2,1,-33,-5
eIF4E 4G PPI,2,-4,5[fluorescence artefact?],5,0,2
14-3-3 Bad PPI,-8,12,1[fluorescence artefact?],-7,10,2
Calpain2 inh,4,29,-56,26,-241,-310
Hck Nef HTS,17,-2,-1,1,3,3
zVAD death inh,0.7,1.0,0.2,-0.3,0.1,0.3
PGE2 EP2 inh,5,7,4,5,8,8
Rad51 HR inh,3,-3,1,6,-2,12

#13 Cc1ccc(C)c(N2CCN(CCCNC(=O)Cn3cc4c(n3)CCCCC4)CC2)c1
#14 COc1ccc2[nH]c(C)c(C(=O)CN3CCOCC3)c2c1
#15 Cc1ccc(/C([O-])=C(/C(=S)NCc2ccco2)[n+]2ccccc2)cc1[N+](=O)[O-]
#16 CCOc1ccccc1CNC(=O)c1ccc(Sc2ccc(Cl)cc2)c(NC(C)=O)c1
#17 COc1ccc(S(=O)(=O)CCc2nnc(NC(=O)c3cccs3)s2)cc1
#18 N#CCSc1ccc(-c2nc3ccccc3[nH]2)cn1
Screen / compound no.,13,14,15,16,17,18
EP2 modulator,2,17,7,-17,4,-57&-77
Tb hexokinase,5,-3,-9,32,3,-24
eIF4E 4G PPI,4,1,-1,5,-5,0
14-3-3 Bad PPI,-7[fluorescence artefact?],-27,-13,-20,3,29
Calpain2 inh,-3,-2,-43,11,3,-12
Hck Nef HTS,-3,-1,13,5,1,22
zVAD death inh,1.6,1.2,0.4,3.1,0.4,1.3
PGE2 EP2 inh,/,11,4,10,5,22&7
Rad51 HR inh,/,-7,7,10,3,/

Quoted at random: five entries already listed.
#17 COc1ccc(S(=O)(=O)CCc2nnc(NC(=O)c3cccs3)s2)cc1
#18 N#CCSc1ccc(-c2nc3ccccc3[nH]2)cn1
#13 Cc1ccc(C)c(N2CCN(CCCNC(=O)Cn3cc4c(n3)CCCCC4)CC2)c1
#16 CCOc1ccccc1CNC(=O)c1ccc(Sc2ccc(Cl)cc2)c(NC(C)=O)c1
#15 Cc1ccc(/C([O-])=C(/C(=S)NCc2ccco2)[n+]2ccccc2)cc1[N+](=O)[O-]
Screen / compound no.,17,18,13,16,15
EP2 modulator,4,-57&-77,2,-17,7
Tb hexokinase,3,-24,5,32,-9
eIF4E 4G PPI,-5,0,4,5,-1
14-3-3 Bad PPI,3,29,-7[fluorescence artefact?],-20,-13
Calpain2 inh,3,-12,-3,11,-43
Hck Nef HTS,1,22,-3,5,13
zVAD death inh,0.4,1.3,1.6,3.1,0.4
PGE2 EP2 inh,5,22&7,/,10,4
Rad51 HR inh,3,/,/,10,7

Continuation:
#19 O=C(Cc1cn2ccsc2n1)Nc1nc2c(s1)CCCC2
#20 S=C1NCCOCCOCCOCCOCCNC(=S)NCCOCCOCCOCCOCCN1
#21 CCOc1ccccc1N(CC(=O)NC(C)(C)C)C(=O)c1ccc(CN2CCOCC2)o1
#22 Cc1nn2c(N3CCN(C(=O)c4ccco4)CC3)cc(C(C)(C)C)nc2c1-c1ccccc1
#23 CCOC(=O)c1ccc(N2C(=O)CC(N3CCC(Nc4ccc(F)cc4)CC3)C2=O)cc1 (stereo not given)
#24 CC(C)Cc1c(O)nc(SCCN2CCOCC2)[nH]c1=O
Screen / compound no.,19,20,21,22,23,24
EP2 modulator,-34,1,7&-17,78*,-23,18
Tb hexokinase,1,-15,3,-30,-14,-2
eIF4E 4G PPI,1,-2,-7[fluorescence artefact?],1[fluorescence artefact?],5,4[fluorescence artefact?]
14-3-3 Bad PPI,5,-8,2[fluorescence artefact?],6[fluorescence artefact?],-10,-4[fluorescence artefact?]
Calpain2 inh,-10,-24,26,-89,-86,-29
Hck Nef HTS,0,4,-1,0,1,0
zVAD death inh,22,0.1,0.2,41,0.3,0.5
PGE2 EP2 inh,18,6,6&9,9,3,6
Rad51 HR inh,0,-4,1,14,-6,-2

#25 O=C(CNc1ccc(F)cc1)N/N=C/C1CC=CCC1 (stereo not given)
#26 C=CCNC(=O)Cn1nc(-c2ccccc2)ccc1=O
#27 C/C(CCc1ccco1)=N\NC(=O)CNc1cccc2ccccc12
#28 CCOC(=O)C1=C(c2ccccc2)OC(N)=C(C#N)C1c1ccc(Br)s1 (stereo not given)
#29 COc1cccc(-n2c(N)c(C#N)c3ccc([N+](=O)[O-])cc3c2=O)c1
#30 O=C(N/N=C/c1cccc([N+](=O)[O-])c1)c1cc(-c2ccc3c4c(cccc24)CC3)n[nH]1
Screen / compound no.,25,26,27,28,29,30
EP2 modulator,-19,0,-29,25,8,-8
Tb hexokinase,-2,1,11,-10,-2,-5
eIF4E 4G PPI,6,-3,-8,4,4,3[fluorescence artefact?]
14-3-3 Bad PPI,-12,4,-13,-1,0,43
Calpain2 inh,-30,-21,-427,-15,-35,-64
Hck Nef HTS,13,-13,-4,2,1,10
zVAD death inh,-0.5,5.2,1.5,1.0,1.4,2.4
PGE2 EP2 inh,4,9,14,14,13,24
Rad51 HR inh,10,-3,-6,-7,-9,10

Overlap with the part before: two compounds, followed by the next part.
#29 COc1cccc(-n2c(N)c(C#N)c3ccc([N+](=O)[O-])cc3c2=O)c1
#30 O=C(N/N=C/c1cccc([N+](=O)[O-])c1)c1cc(-c2ccc3c4c(cccc24)CC3)n[nH]1
#31 Cc1ccc(NCC(=O)NNC2=NCCC2)c(C)c1
#32 Cc1ccccc1NC(=O)c1cccc(NC(=O)CCC(=O)O)c1
#33 O=C(c1cc2ccccc2[nH]1)N1CCOCC1
#34 CCC(C(=O)c1ccc(O)cc1)c1ccccc1 (stereo not given)
#35 COC(=O)c1ccc(NC(=O)CC2C(=O)N(c3ccc(C)cc3)C(=O)N2CC(C)C)cc1 (stereo not given)
#36 O=C(CNC(=S)NC(=O)c1ccc(Br)o1)c1ccccc1
Screen / compound no.,29,30,31,32,33,34,35,36
EP2 modulator,8,-8,4,28,13,4,16,2
Tb hexokinase,-2,-5,-1,4,-1,-57,-6,4
eIF4E 4G PPI,4,3[fluorescence artefact?],5,0,-43,0,3,-4
14-3-3 Bad PPI,0,43,-3,-9,16[fluorescence artefact?],3,4,7
Calpain2 inh,-35,-64,14,5,22,14,5,16
Hck Nef HTS,1,10,-4,24,-3,2,-2,8
zVAD death inh,1.4,2.4,/,0.1,1.1,-0.3,1.0,0.3
PGE2 EP2 inh,13,24,5,1,4,7,8,10
Rad51 HR inh,-9,10,/,0,8,-3,-2,/

The list continues.
cpd | molecule | EP2 modulator | Tb hexokinase | eIF4E 4G PPI | 14-3-3 Bad PPI | Calpain2 inh | Hck Nef HTS | zVAD death inh | PGE2 EP2 inh | Rad51 HR inh
37 | CCOc1cc2[nH]c(=O)n(Cc3ccc(C(=O)NCCCN4CCC(C)CC4)cc3)c(=O)c2cc1OCC | 0 | 9 | -1 | -5 | -44 | -2 | 0.1 | 6 | 24
38 | O=C(CSc1ccc(F)cc1)N1CCC(c2nc3ccccc3s2)CC1 | -40 | 2 | -2 | 2 | -10 | -1 | -0.1 | / | /
39 | CCc1nc(OCCN(C)C)c2oc3ccccc3c2n1 | -9 | 8 | 2 | 41 | 22 | -1 | -0.5 | 4 | -8
40 | Cc1ccc(/C=C/C(=O)Nc2nc3ccccc3[nH]2)cc1 | -4 | 5 | 8 | 12 | -54 | 7 | 1.4 | 8 | 0
41 | O=C(c1nc(-c2ccccc2)n(-c2ccccc2)n1)N1CCCCCC1 | 12 | 3 | 9 | -3 | -7 | 1 | 0.5 | 7 | -3
42 | COc1ccc(N2CCN(C(c3cccs3)c3nnnn3C3CCCC3)CC2)cc1 (stereo not given) | 26 | 2 | 4 | 0 | 4 | 1 | -0.1 | 6 | 6
43 | CC(C)C(=O)NC(=S)Nc1ccccc1N1CCN(C(=O)c2ccc(Cl)cc2)CC1 | -4 | -1 | 0 | -13 | -41 | 12 | 0.1 | 5 | /
44 | O=C(CCN1CCCCCC1)Nc1ccc(F)cc1 | 15 | -2 | 6 | 10 | -25 | 3 | 0.0 | / | -2
45 | CCC(C)NC(=O)C1CCN(S(=O)(=O)c2cc([N+](=O)[O-])ccc2Cl)CC1 (stereo not given) | 12 | -4 | 21 | 9 | -15 | 14 | -0.6 | 12 | -2
46 | O=S(=O)(NCC(c1ccco1)N1CCN(c2ccc(F)cc2)CC1)c1ccc(F)cc1 (stereo not given) | 8 | 18 | 0 | -6 | 44 | 3 | 0.8 | 6 | -1
47 | CC(C)Cc1nnc(NS(C)(=O)=O)s1 | 6 | 6 | 6[fluorescence artefact?] | -7 | 3 | -2 | 0.3 | 18 | -4
48 | COc1ccc(/C=C2/NC(=O)N(Cc3ccccc3F)C2=O)cc1OC | -35 | -4 | -1 | 5 | 32 | 21 | -0.4 | 2 | -4
49 | Cc1ccc2c(CN3CCC(C)CC3)cc(=O)oc2c1 | 42 | -12 | -1 | -3 | 15 | 1 | -1.1 | 8 | -3
50 | O=C(CSc1nnc(C2CC2)n1Cc1ccccc1)NCc1ccccc1 | 10 | -3 | -6 | 0 | 9 | -2 | 0.4 | 9 | 9
51 | CCN1CCN(Cc2ccc(NC(=O)c3cc(NC(=O)c4cncc(-c5ccc(C#N)cc5)c4)cc(OC)c3)cc2C(F)(F)F)CC1 | -9 | -24 | -110 | -58 | -72 | -39 | 80* | 13 | -4
52 | CN(C)c1c([N+](=O)[O-])ncn1C | -3 | -13 | 4 | -4 | -3 | 0 | 0.4 | 10 | 9
53 | CCOC(=O)c1cc2sccc2n1CC(=O)N1CCN(C(=O)c2ccco2)CC1 | 6&-25 | -6 | -1 | -6 | -14 | 0 | 0.0 | 5&14 | 2
54 | Cc1ccc(NC(=O)CN2C(=O)S/C(=C/c3ccc(-c4cc(C(=O)O)ccc4C)o3)C2=O)cc1C | -13 | 31 | 40* | 76*[fluorescence artefact?] | -57 | 16 | 0.6 | 3 | -14

Assay outcomes: PubChem, several laboratories
